# Screens as filed in PubChem.
# Growth percent in the NCI-60 one-dose screen (48 h, 10 µM unless noted): 100 = growth as untreated, 0 = no growth, -100 = all killed.
# NCI-H23 – NCI-H23 lung cancer; hit rate 4% among 80,000; AID 1794731
# NCI-H460 – NCI-H460 lung cancer. hit rate 6.8% among 82,000
# NCI-H322M – NCI-H322M lung cancer; hit rate 2.7% among 80,000; AID 1794733
# NCI-H522 – NCI-H522 lung cancer; hit rate 8% among 78,000; AID 1794739
# NCI/ADR-RES – NCI/ADR-RES ovarian cells; hit rate 4.4% among 81,000
# NCI-H226 – NCI-H226 lung cancer | hit rate 3.5% among 79,000 | AID 1794732
# COLO 205 – COLO 205 colon cancer. hit rate 7.3% among 79,000. AID 1794742
# IGROV1 – IGROV1 ovarian cancer; hit rate 4.7% among 79,000
# KM12 – KM12 colon cancer cells | hit rate 5% among 82,000 | AID 1794800
# The depositor's hits bear a star; . = no result given; & = joins results of further samples. The calls were made as follows: active = growth percent below 10; inactive = the rest. A portion of the library, so the mix of outcomes need not match the whole.
[1] c1ccc2c(c1)oc1ccccc12
[2] C=CCc1cc(-c2cc(CC=C)c(O)c(CNCCCl)c2)cc(CNCCCl)c1O
[3] Nc1nn[nH]n1
[4] O=[N+]([O-])C(Br)(CO)CO
[5] COc1cc(-c2ccc(N)c(OC)c2)ccc1N
[6] O=C(/C=C/c1sc(N(CCCl)CCCl)nc1Cl)c1ccccc1
[7] Oc1c(Cl)cc(Cl)cc1CCl
[8] NC(CCl)CCl

screen / no. | 1 | 2 | 3 | 4 | 5 | 6 | 7 | 8
NCI-H23 | 98 | 99 | 97&106 | 105 | 101 | 96 | 94 | 104
NCI-H460 | 109 | 99 | 116&105 | 113 | 114 | 102 | 108 | 110
NCI-H322M | 105 | 97 | 115&120 | 97 | 84 | 89 | 118 | 102
NCI-H522 | 88 | 79 | 93&97 | 59 | 131 | 78 | 94 | 100
NCI/ADR-RES | 103 | 106 | 108&116 | 106 | 105 | 106 | 102 | 105
NCI-H226 | 106 | 99 | 112&96 | 85 | 110 | 87 | 109 | 95
COLO 205 | 114 | 117 | 112&121 | 115 | 120 | 100 | . | -100*
IGROV1 | 107 | 97 | 121&113 | 107 | 120 | 107 | 94 | 110
KM12 | 101 | 102 | 113&111 | 111 | 101 | 99 | 98 | 99

[9] Clc1c2ccccc2c(Cl)c2ccccc12
[10] C=C1CC2C(CC[C@]3(C)C(=O)CCC23)[C@@]2(C)C=CC(=O)C=C12 (stereo partly drawn)
[11] COc1ccc2c3c([nH]c2c1)C(C)=NCC3
[12] CC(C)c1cccc(C(C)C)c1OCCN1CCCC1
[13] O=C1c2ccccc2C(=O)C1C(=O)C(c1ccccc1)c1ccccc1
[14] CN(CCC#N)C1=Nc2ccc(Cl)cc2C(c2ccccc2)=[N+]([O-])C1
[15] N#Cc1ccc(NC(=O)N2CC2)cc1
[16] COC1C(O)CC(OC2CC(Oc3cc4cc5c(c(O)c4c(O)c3C)C(=O)[C@@H](OC3CC(OC4CC(OC6CC(C)(O)C(OC(C)=O)C(C)O6)C(O)C(C)O4)C(O)C(C)O3)[C@H]([C@H](OC)C(=O)[C@@H](O)[C@@H](C)O)C5)OC(C)C2OC(C)=O)OC1C (stereo partly drawn)

screen / no. | 9 | 10 | 11 | 12 | 13 | 14 | 15 | 16
NCI-H23 | 98 | 95 | 102 | 100 | 90 | 98 | 104 | -44*
NCI-H460 | 104 | 118 | 90 | 105 | 98 | 99 | 97 | -26*
NCI-H322M | 120 | 97 | 99 | 88 | 97 | 102 | 98 | -2.5*
NCI-H522 | 95 | 78 | 111 | 97 | 95 | 66 | 92 | -51*
NCI/ADR-RES | 102 | 103 | 96 | 103 | 89 | 104 | 104 | -34*
NCI-H226 | 114 | 123 | 104 | 113 | 87 | 101 | 111 | -11*
COLO 205 | 121 | 101 | 93 | . | 100 | 103 | 103 | -58*
IGROV1 | 105 | 114 | 103 | 94 | 110 | 102 | 107 | -24*
KM12 | 111 | 109 | 94 | 102 | 102 | 96 | 108 | -35*

[17] C[C@H]1[C@H](OC(=O)CCC(=O)N(CCCc2cn(-c3cc4ccc(O)cc4oc3=O)nn2)CCNc2ccnc3cc(Cl)ccc23)O[C@@H]2OC3(C)CC[C@H]4[C@H](C)CC[C@@H]1[C@@]24OO3
[18] CC[N+](C)(CC)CCOC(=O)C(O)(c1ccccc1)c1ccccc1
[19] CCCCCCNP(=O)(OCC)OCC
[20] CC(=O)N1N=C(c2ccc(Cl)cc2)CC1c1sc(N(CCCl)CCCl)nc1Cl (stereo not drawn)
[21] ClC1=C(Cl)C2(Cl)C3COCC3C1(Cl)C2(Cl)Cl (stereo not drawn)
[22] Nc1ccc(S(=O)(=O)F)cc1
[23] O=C1OC(c2cccnc2)=N/C1=C\c1cccnc1
[24] COc1ccc(NP2(=O)NCCCN2)cc1

screen / no. | 17 | 18 | 19 | 20 | 21 | 22 | 23 | 24
NCI-H23 | 59 | 100 | 104 | 96 | 108 | 108 | 86 | 106
NCI-H460 | 57 | 103 | 112 | 97 | 114 | 111 | 93 | 120
NCI-H322M | 73 | 96 | 110 | 89 | 95 | . | 96 | 129
NCI-H522 | 14 | 111 | 99 | 68 | 85 | 96 | 111 | 117
NCI/ADR-RES | 51 | 108 | 112 | 104 | 112 | 107 | 94 | 105
NCI-H226 | 81 | 91 | 101 | 88 | 104 | . | 98 | 112
COLO 205 | 25 | 112 | 102 | 101 | 117 | 112 | 103 | 106
IGROV1 | 45 | 113 | 107 | 112 | 97 | 105 | 107 | 124
KM12 | 33 | 100 | 109 | 99 | 99 | 100 | 99 | 108

[25] COC(=O)[C@@H](C)C[C@H](Cc1ccccc1)NC(=O)c1cccc([C@@H](C[C@H](C(C)C)N(C)C(=O)[C@@H](NC(=O)[C@H]2CCCCN2C)C(C)C)OC(C)=O)n1
[26] O=S(=O)(O)CCBr
[27] NC(Cc1cc(Br)c(O)c(Br)c1)C(=O)O (stereo not drawn)
[28] N[C@@H](C[C@@H]1CC(Br)=NO1)C(=O)O
[29] CCN(CC)c1ccc2c(c1)OC(N)=C(C#N)C2c1cc(OC)c2c(c1)OCO2 (stereo not drawn)
[30] Cc1cc(Br)cc(Br)c1
[31] COc1ccc(Cc2nccc3cc(OC)c(OC)cc23)cc1OC
[32] NC1CCCCC1

screen / no. | 25 | 26 | 27 | 28 | 29 | 30 | 31 | 32
NCI-H23 | 39 | 100 | 100 | 98 | 18 | 109 | 51 | 113&117
NCI-H460 | 7.1* | 101 | 115 | 109 | 3.2* | 103 | 63 | 104&106
NCI-H322M | 48 | 97 | 82 | 97 | 47 | 112 | 79 | 114&120
NCI-H522 | -22* | 100 | 111 | 61 | -42* | 101 | 68 | .
NCI/ADR-RES | 15 | 104 | 103 | 98 | -5.0* | 109 | 50 | 113&124
NCI-H226 | 68 | 91 | 93 | 105 | 29 | 110 | 53 | 106&97
COLO 205 | -54* | 103 | 104 | 108 | -43* | 99 | 73 | 110&131
IGROV1 | 27 | 100 | 101 | 100 | 24 | 109 | 78 | 113&135
KM12 | 7.8* | 112 | 102 | 105 | 2.1* | 100 | 80 | 119&105

# The closing 2 records of the section before lead into the next:
[31] COc1ccc(Cc2nccc3cc(OC)c(OC)cc23)cc1OC
[32] NC1CCCCC1
[33] CC(/C=N/N=C(N)N)=N\N=C(N)N
[34] CCN=C=S
[35] Cc1ccc(NC(=O)C(Cl)(Cl)Cl)cc1
[36] CN1C2CCC1CC(=O)C2
[37] O=C1C(Cl)=C(Cl)C1(Cl)Cl
[38] Cc1ccc(S(=O)(=O)F)cc1C(=O)O
[39] COC(=O)C(Cl)(Cl)Cl
[40] COc1ccc2c(c1OC)C(=O)O[C@@H]2[C@H]1c2cc3c(cc2CCN1C)OCO3

screen / no. | 31 | 32 | 33 | 34 | 35 | 36 | 37 | 38 | 39 | 40
NCI-H23 | 51 | 113&117 | 69 | 103 | 91 | 111 | 119 | 96 | 116 | 597&100
NCI-H460 | 63 | 104&106 | 83 | 104 | 101 | 105 | 105 | 111 | 107 | 116&113
NCI-H322M | 79 | 114&120 | 10 | 92 | 91 | 99 | 95 | 78 | 110 | 103&116
NCI-H522 | 68 | . | 61 | 107 | 88 | 103 | . | 86 | . | 99&101
NCI/ADR-RES | 50 | 113&124 | 25 | 103 | 104 | 113 | 118 | 105 | 114 | 58&96
NCI-H226 | 53 | 106&97 | 96 | 112 | 97 | 96 | 114 | 96 | 92 | 104&94
COLO 205 | 73 | 110&131 | 55 | 112 | 110 | 107 | 114 | 103 | 109 | 136&116
IGROV1 | 78 | 113&135 | . | 103 | 98 | 102 | 113 | 102 | 110 | 99&120
KM12 | 80 | 119&105 | 41 | 104 | 98 | 105 | 105 | 109 | 104 | 96&108

[41] CCOP(=O)(OCC)/C(C#N)=C/c1ccc(Br)cc1
[42] C#Cc1ccc2c(c1)C(c1ccccc1)=NCC(=O)N2C
[43] O=C(N/N=C/c1ccc(N(CCCl)CCCl)cc1)c1cc(=O)[nH]c(=O)[nH]1
[44] Cc1cc(C(C)(C)c2ccc(O)c(C)c2)ccc1O
[45] CNC(=O)Oc1cc(C(C)C)ccc1Sc1ccc(C(C)C)cc1OC(=O)NC
[46] COc1ccccc1[As](=O)(O)CC(O)COc1ccc(Cl)cc1Cl (stereo not drawn)
[47] ClC1CCCCC1Cl (stereo not drawn)
[48] CCC1C(=O)N(C)C(=O)N(C)C1=O

screen / no. | 41 | 42 | 43 | 44 | 45 | 46 | 47 | 48
NCI-H23 | 93 | 63 | 80 | 97 | 76 | 101 | 109 | 102
NCI-H460 | 104 | 17 | 39 | 110 | 35 | 108 | 108 | 117
NCI-H322M | 105 | 78 | 93 | 93 | . | 121 | 122 | 88
NCI-H522 | 90 | 9.4* | 97 | 84 | 76 | 111 | 108 | 109
NCI/ADR-RES | 107 | 17 | 108 | 88 | 54 | 100 | 109 | 105
NCI-H226 | 96 | 69 | 5.5* | 107 | 83 | 104 | 101 | 113
COLO 205 | 109 | 16 | . | 100 | 112 | 133 | 111 | 114
IGROV1 | . | . | 84 | 106 | . | . | 119 | 107
KM12 | 109 | 29 | 111 | 92 | 58 | 107 | 117 | 110

[49] O=C1NC(=O)C(O)(c2c[nH]c3ccccc23)C(=O)N1
[50] Nc1ccc(Br)cc1
[51] CCCCN(CCCC)CC(C)(O)c1ccccc1 (stereo not drawn)
[52] O=P(Oc1ccccc1)(Oc1ccccc1)Oc1ccccc1
[53] N#CCCN1CC1
[54] CN1C(=O)NC(=O)C(N=Nc2ccc(Cl)cc2)C1=O (stereo not drawn)
[55] CCNC(Cc1ccc(OC)cc1)c1ccc(OC)cc1 (stereo not drawn)
[56] Cn1c(O)c(N=O)c(=O)n(C)c1=O

screen / no. | 49 | 50 | 51 | 52 | 53 | 54 | 55 | 56
NCI-H23 | 94 | 95 | 101 | 100 | 101 | 95 | 101 | 95&94
NCI-H460 | 103 | 98 | 103 | 105 | 106 | 102 | 100 | 102&110
NCI-H322M | 93 | 95 | 100 | 118 | 99 | 102 | 93 | 101&97
NCI-H522 | 99 | 92 | 96 | 103 | 98 | 81 | 77 | 75&91
NCI/ADR-RES | 98 | 102 | 103 | 96 | 105 | 83 | 101 | 102&101
NCI-H226 | 101 | 99 | 99 | 111 | 93 | 105 | 99 | 103&93
COLO 205 | 106 | 133 | 101 | 125 | 111 | 137 | 106 | 111&110
IGROV1 | 99 | 104 | 99 | 155 | 104 | 129 | 97 | 114&111
KM12 | 105 | 94 | 101 | 109 | 105 | 83 | 106 | 99&102

[57] c1ccc2c(CN3CCOCC3)c[nH]c2c1
[58] CCN(CC)CC(=O)c1ccc(Br)cc1
[59] COc1cc([N+](=O)[O-])c2ncccc2c1[N+](=O)[O-]
[60] C[N+]12CN3CN(CN(C3)C1)C2
[61] O=[N+]([O-])c1cccc(NP(=O)(N2CC2)N2CC2)c1
[62] COc1ccc(C(O)(C(=O)O)c2ccc(OC)cc2)cc1
[63] O=C1c2ccccc2-c2cc3ccccc3cc21
[64] NCCc1cc(O)c(O)c(O)c1
[65] O=[P+](O)c1cccnc1
[66] O=C1CC(N2CC2)C(=O)N1c1ccccc1 (stereo not drawn)

screen / no. | 57 | 58 | 59 | 60 | 61 | 62 | 63 | 64 | 65 | 66
NCI-H23 | 97 | 104 | 73 | 94 | 107 | 90 | 84 | 96 | 103 | 104
NCI-H460 | 96 | 102 | 87 | 107 | 94 | 97 | 106 | 106 | 107 | 112
NCI-H322M | 94 | 97 | 103 | 110 | 121 | 102 | 96 | 98 | 95 | 101
NCI-H522 | 84 | 100 | -48* | 95 | 112 | 62 | 95 | 81 | 76 | 107
NCI/ADR-RES | 101 | 106 | 82 | 98 | 114 | 98 | 90 | 102 | 102 | 111
NCI-H226 | 87 | 93 | 77 | 103 | 105 | 116 | . | 109 | 105 | 98
COLO 205 | 103 | 102 | 86 | 99 | 113 | 102 | . | 94 | 102 | 117
IGROV1 | 101 | 95 | 23 | 91 | . | 88 | 89 | 107 | 111 | 127
KM12 | . | 106 | 20 | 111 | 104 | 88 | 93 | 100 | 101 | 110

# 15 of the compounds above, with two lines to a compound:
# Every second line gives: NCI-H23	NCI-H460	NCI-H322M	NCI-H522	NCI/ADR-RES	NCI-H226	COLO 205	IGROV1	KM12
49. O=C1NC(=O)C(O)(c2c[nH]c3ccccc23)C(=O)N1
  94	103	93	99	98	101	106	99	105
50. Nc1ccc(Br)cc1
  95	98	95	92	102	99	133	104	94
51. CCCCN(CCCC)CC(C)(O)c1ccccc1 (stereo not drawn)
  101	103	100	96	103	99	101	99	101
52. O=P(Oc1ccccc1)(Oc1ccccc1)Oc1ccccc1
  100	105	118	103	96	111	125	155	109
53. N#CCCN1CC1
  101	106	99	98	105	93	111	104	105
54. CN1C(=O)NC(=O)C(N=Nc2ccc(Cl)cc2)C1=O (stereo not drawn)
  95	102	102	81	83	105	137	129	83
55. CCNC(Cc1ccc(OC)cc1)c1ccc(OC)cc1 (stereo not drawn)
  101	100	93	77	101	99	106	97	106
56. Cn1c(O)c(N=O)c(=O)n(C)c1=O
  95&94	102&110	101&97	75&91	102&101	103&93	111&110	114&111	99&102
57. c1ccc2c(CN3CCOCC3)c[nH]c2c1
  97	96	94	84	101	87	103	101	.
58. CCN(CC)CC(=O)c1ccc(Br)cc1
  104	102	97	100	106	93	102	95	106
59. COc1cc([N+](=O)[O-])c2ncccc2c1[N+](=O)[O-]
  73	87	103	-48*	82	77	86	23	20
60. C[N+]12CN3CN(CN(C3)C1)C2
  94	107	110	95	98	103	99	91	111
61. O=[N+]([O-])c1cccc(NP(=O)(N2CC2)N2CC2)c1
  107	94	121	112	114	105	113	.	104
62. COc1ccc(C(O)(C(=O)O)c2ccc(OC)cc2)cc1
  90	97	102	62	98	116	102	88	88
63. O=C1c2ccccc2-c2cc3ccccc3cc21
  84	106	96	95	90	.	.	89	93
